From PubChem BioAssay
HTT aggregate = inhibitors of mutant huntingtin aggregate formation in PC12 cells. PC12 HttQ103-GFP aggregates, Acumen cytometry, 40 h. Potency, µM (doses to about 46.1 µM), without a hit: at the highest dose activity change, negative = inhibition, most hits filed as inhibitors. 1.1% of 220,000 active; further: on the % scale 0 is the no-effect control and ±100 the full control effect; nearly all actives have a fitted effect of over 60% in size
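Aggregate formation scored by laser-scanning cytometer (488 excitation, 500–530 emission) in lysed PC12 cells expressing Q103-GFP after 100 nM tebufenozide induction; library tested in dose series, with ATPLite reagent added in the multiplex.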
Tau fibril FP = tau fibrillization inhibition (FP). K18 P301L tau heparin fibrillization, Alexa594 FP, 6 h. 0.39% of 280,000 active. AID 1468. P10636. Potency, µM (titrated, usually from 57.7 µM), without a hit: top-dose activity, negative = inhibition, hits mostly inhibitors; further: on the % scale 0 is the no-effect control and ±100 the full control effect; nearly all actives have a fitted effect of over 55% in size
Target sequence (P10636 561-689 P618L limits assumed): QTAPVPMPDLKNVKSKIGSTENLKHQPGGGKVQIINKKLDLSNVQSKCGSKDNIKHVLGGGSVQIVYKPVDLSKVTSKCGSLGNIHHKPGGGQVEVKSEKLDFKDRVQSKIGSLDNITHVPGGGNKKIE
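Steps: dispense K18 P301L tau (15 uM plus 0.24 uM Alexa 594 tracer, final) in pH 7 sodium acetate; add compound; add heparin (20 uM final); incubate 6 hr, 37 C; add ThT (30 uM final); after 1 hr ambient, read FP.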
ALDH1A1 inh = blocks purified human ALDH1A1 activity; P00352; Purified ALDH1A1, NADH fluorescence, propionaldehyde substrate; Potency, µM (highest dose often 75.3 µM), inactives show at the top dose activity, negative = inhibition, actives largely listed as inhibitors; 7.3% of 220,000 active; AID 1030; active means well fitted inhibition curve with a large enough effect, not every such curve was filed as active; inconclusive means small, poorly fitted or top-dose-only effect, or another doubt; inactive means no such curve, though single readings can be large or run the other way;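 further: plate controls were no enzyme wells and a reference inhibitor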
Target sequence (P00352 whole entry, looked up): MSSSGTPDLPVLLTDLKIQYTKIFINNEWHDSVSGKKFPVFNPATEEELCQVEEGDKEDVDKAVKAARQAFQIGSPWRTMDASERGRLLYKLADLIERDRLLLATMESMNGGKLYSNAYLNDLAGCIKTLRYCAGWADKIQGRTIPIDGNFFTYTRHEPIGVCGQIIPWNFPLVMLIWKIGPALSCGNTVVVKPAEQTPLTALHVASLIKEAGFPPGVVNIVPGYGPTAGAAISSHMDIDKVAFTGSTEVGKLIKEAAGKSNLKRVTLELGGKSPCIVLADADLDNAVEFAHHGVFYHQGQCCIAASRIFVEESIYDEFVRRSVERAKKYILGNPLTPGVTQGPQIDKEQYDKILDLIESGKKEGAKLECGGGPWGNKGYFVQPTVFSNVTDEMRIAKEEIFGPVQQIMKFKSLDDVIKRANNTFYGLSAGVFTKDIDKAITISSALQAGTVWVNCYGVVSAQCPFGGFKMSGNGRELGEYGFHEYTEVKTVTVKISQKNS
SMN2 splice up = enhancers of SMN2 splice variant expression. HEK293 SMN2-luciferase splicing reporter, luminescence, 30-36 h. Potency, µM (series often up to 46.1 µM), for the others: at the highest dose activity change, positive = activation, hits mostly activators. 2.8% of 210,000 active. AID 1458; further: % of control where 0% means no effect; nearly all actives have a fitted effect of over 55% in size
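HEK293 cells carry an SMN2 […]–luciferase reporter in which exon 7 inclusion puts luciferase in frame. Cells were plated 10-12 h before compound addition, then incubated 30-36 h at 37C. ONE-Glo luminescence was read; sodium butyrate at 4.5 mM final served as control.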
HTT ATP protect = Huntington cell model cytoprotection by ATP luminescence; 0.14% of 230,000 active; Potency, µM (doses to about 56.4 µM), inactives show cytoprotection (ATP increase), usual class: activators; PC12 HTT-Q103 induced, cytoprotection, ATP luminescence, 40 h;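 further: % of control where 0% means no effect; nearly all actives have a fitted effect of over 45% in size; toxic huntingtin expression switched on by the ecdysone agonist tebufenozide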
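Cells were plated at 1500 per well in phenol red-free DMEM with 5% equine and 5% calf serum. Tebufenozide (100 nM final) and compounds were added, then ATPlite reagent, and luminescence was read.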
Tau fluor cs = counter-screen for tau fibril formation inhibitors | Potency, µM (top dose mostly 57.7 µM), without a hit: at the highest dose activity change, negative = decrease | 0.93% of 280,000 active | tau K18 P301L Alexa594 fluorescence, heparin fibrillization; further: on the % scale 0 is the no-effect control and ±100 the full control effect; nearly all actives have a fitted effect of over 55% in size
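Human tau K18 P301L (15 uM unlabeled, 0.24 uM Alexa 594-labeled) in 100 mM sodium acetate pH 7 with 20 uM heparin, 6 hr at 37 C. ThT 30 uM added, 1 hr ambient; Alexa 594 FP and total fluorescence read at 555/632 nm.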
Tau ThT inhib = blocks human tau fibril formation measured by thioflavin T; P10636; recombinant tau K18 P301L, heparin-induced fibrillization, ThT fluorescence; 2.1% of 270,000 active; Potency, µM (top dose mostly 57.4 µM), inactives show at the top dose activity, negative = inhibition, usual class: inhibitors; further: on the % scale 0 is the no-effect control and ±100 the full control effect; nearly all actives have a fitted effect of over 55% in size
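Fibril formation assay: tau K18 P301L at 15 uM with trace Alexa 594 label, heparin inducer 20 uM, pH 7 sodium acetate buffer, 37 C for 6 hr; endpoint ThT signal.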
JMJD2E inh = blocks human JMJD2E demethylase activity. B2RXH2. JMJD2E catalytic domain, FDH-coupled NADH fluorescence (FDH is formaldehyde dehydrogenase). Potency, µM (top dose mostly 57.1 µM), inactives show top-dose activity change, negative = inhibition, hits mostly inhibitors. 1.6% of 230,000 active; active means well fitted inhibition curve with a large enough effect, not every such curve was filed as active; inconclusive means small, poorly fitted or top-dose-only effect, or another doubt; inactive means no such curve, though single readings can be large or run the other way;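 further: 0% = wells with enzyme and -100% = buffer wells without enzyme; nearly all actives have a fitted effect of over 50% in size; many of its hits are not listed in these tables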
Target sequence (B2RXH2 1-337 limits assumed): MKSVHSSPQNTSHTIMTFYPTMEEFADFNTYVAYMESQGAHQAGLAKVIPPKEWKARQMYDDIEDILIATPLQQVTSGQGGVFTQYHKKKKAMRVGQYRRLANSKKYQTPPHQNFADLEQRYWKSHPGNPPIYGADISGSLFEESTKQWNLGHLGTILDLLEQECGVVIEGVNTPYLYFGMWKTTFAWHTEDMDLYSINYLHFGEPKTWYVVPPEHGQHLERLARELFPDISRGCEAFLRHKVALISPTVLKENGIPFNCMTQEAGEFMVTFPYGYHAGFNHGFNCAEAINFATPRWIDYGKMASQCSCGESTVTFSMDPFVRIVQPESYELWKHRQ
Active calls of the source: *; ? = inconclusive; / = no result given; [ ] = dose if it differs, or a comment. Unless noted, the call rests on the fitted dose curve; in most records, active means well fitted curve in the direction sought with a large enough effect; inconclusive means small, poorly fitted or top-dose-only effect, or another doubt; inactive means no such curve, though single readings can be large; an effect the other way counts as inactive or inconclusive. Potency means the concentration at half of the fitted maximal effect. The list is partial; the hit share may differ from the screen's.

entry | molecule | HTT aggregate | Tau fibril FP | ALDH1A1 inh | SMN2 splice up
1 | CC(C)=C1C2C=CC1C(C(=O)Nc1cccc(C)c1)C2C(=O)O (stereo unspecified) | -19% | -3% | ? | 8%
2 | Cc1cc(NC(=O)c2ccc(S(=O)(=O)N(C)C)cc2)no1 | -19% | 6% | -6% | 22%
3 | CCc1[nH]nc2c1C(Cc1ccccc1)C(C#N)=C(N)O2 (stereo unspecified) | 25%[9.22 µM] | 5% | -16% | 9%
4 | O=C(CSc1nnc(-c2ccncc2)n1Cc1ccco1)Nc1cccc(O)c1 | -6%[9.22 µM] | 0% | 4% | /
5 | O=C(Nc1ccc(Nc2ccccc2)cc1)c1ccc(Br)o1 | -16% | ? | 5% | 7%
6 | CCc1ccc(C(=O)c2cn(CC(=O)Nc3ccc(F)cc3)c3cc4c(cc3c2=O)OCO4)cc1 | / | ? | / | -9%
7 | CC(C)c1ccccc1NC(=O)c1ccc(CN(c2ccccc2)S(=O)(=O)c2ccccc2)cc1 | 4% | 3% | 7% | -8%
8 | O=C(CCN1CCCCC1)c1ccc2c(c1)OCO2 | 1% | 13% | ? | 19%

entry | HTT ATP protect | Tau fluor cs | Tau ThT inhib | JMJD2E inh
1 | -6% | 4% | -1% | 6%
2 | -7%[10 µM] | 4% | 2% | 4%
3 | 1% | -6% | -12% | -7%
4 | 17%[10 µM] | -12% | -8% | -3%
5 | -6% | 14µM*[quencher] | 8.9µM* | -14%
6 | / | ? | ? | /
7 | / | 10% | 12% | 1%
8 | -13% | 7% | -24% | -25%

More results.
entry | molecule | HTT aggregate | Tau fibril FP | ALDH1A1 inh | SMN2 splice up
9 | CC1(C)CC2CC(C)(CN2C(=O)COc2cccc3ccccc23)C1 (stereo unspecified) | 6% | -3% | 4% | -18%
10 | COc1ccc(OCCNC(=S)Nc2cccc3ccccc23)cc1 | -27% | -16% | 4% | -28%
11 | COC(=O)c1cc(OC)c(OC)cc1NC(=O)CCc1ccc(C)o1 | 4% | 4% | ? | 3%
12 | CCn1nc(C)c(/C=N/NC(=O)Cn2nnc(N)n2)c1C | 7%[9.22 µM] | -3% | / | /
13 | Cc1c(C(=O)OCC2CCCO2)[nH]c2c1C(=O)CC(c1ccc(N(C)C)cc1)C2 (stereo unspecified) | -9% | 2% | 11µM* | -53%[inhibitor]
14 | CC(=O)Nc1ccc2c(c1)N(C(=O)CN(C)C)c1ccccc1CC2 | 18% | 8% | -14% | 0%
15 | CCCCc1nc(SCCN2CCOCC2)c2c(=O)n(C)c(=O)n(C)c2n1 | 27% | 0% | ? | 16%
16 | COc1cc(Cl)c(C)cc1NC(=O)[C@@H]1CCCN1C(=O)c1cccs1 | 2% | 4% | -2% | 2%

entry | HTT ATP protect | Tau fluor cs | Tau ThT inhib | JMJD2E inh
9 | 4% | -12% | -16% | -14%
10 | 10%[10 µM] | ? | -21% | -13%
11 | -15%[0.074 µM] | -11% | -21% | ?
12 | -1%[10 µM] | 0% | 5% | 3%
13 | 3%[10 µM] | -22% | ? | -1%
14 | 17% | -7% | ? | ?
15 | -55%[inhibitor] | 3% | -3% | 7%
16 | -13%[10 µM] | -4% | -4% | 3%

Copied from above for reference:
entry | molecule | HTT aggregate | Tau fibril FP | ALDH1A1 inh | SMN2 splice up
14 | CC(=O)Nc1ccc2c(c1)N(C(=O)CN(C)C)c1ccccc1CC2 | 18% | 8% | -14% | 0%
15 | CCCCc1nc(SCCN2CCOCC2)c2c(=O)n(C)c(=O)n(C)c2n1 | 27% | 0% | ? | 16%
16 | COc1cc(Cl)c(C)cc1NC(=O)[C@@H]1CCCN1C(=O)c1cccs1 | 2% | 4% | -2% | 2%

entry | HTT ATP protect | Tau fluor cs | Tau ThT inhib | JMJD2E inh
14 | 17% | -7% | ? | ?
15 | -55%[inhibitor] | 3% | -3% | 7%
16 | -13%[10 µM] | -4% | -4% | 3%

(continued)
entry | molecule | HTT aggregate | Tau fibril FP | ALDH1A1 inh | SMN2 splice up
17 | Cc1cc(/C(N)=N/OC(=O)c2cccc(Cl)c2)no1 | -19%[9.22 µM] | -9% | 8% | /
18 | O=C(CN1C(=O)S/C(=C\c2ccc(Cl)cc2)C1=O)NNC(=O)c1ccccc1O | -17% | ? | 20% | -9%
19 | CCCNC(=O)COC(=O)c1ccc(Cl)c(S(=O)(=O)N2CCCC2)c1 | 10%[9.22 µM] | 1% | 7.9µM* | 1%
20 | Cc1ccc(-c2c(C(=O)Nc3ccccc3C)c(C)[nH]c(=S)c2C#N)o1 | 27% | 2% | 4% | 1%
21 | C/C(CC(=O)Nc1cccnc1)=N/NC(=O)COc1ccc(Cl)cc1Br | -8%[9.22 µM] | -1% | / | /
22 | CCc1ccccc1NC(=O)N1CCCn2nc(C)cc21 | / | 0% | / | -8%
23 | CC(Sc1nc2nn(-c3ccccc3)c(=O)c-2c2n1CCCCC2)C(N)=O (stereo unspecified) | 15% | 10% | ? | /
24 | N#Cc1ccc(Cl)cc1NC(=O)COC(=O)c1ccc2c(c1)OCCO2 | 2% | -9% | 6% | -2%

entry | HTT ATP protect | Tau fluor cs | Tau ThT inhib | JMJD2E inh
17 | 6%[10 µM] | -17% | -16% | -7%
18 | 34%[10 µM] | -22% | -1% | 18µM*
19 | 20% | -8% | -10% | -2%
20 | -22% | -2% | 0% | -3%
21 | -12%[10 µM] | -16% | -18% | -6%
22 | / | 5% | 8% | /
23 | -1% | -4% | -6% | -5%
24 | 5% | -28% | -10% | ?

Further entries.
entry | molecule | HTT aggregate | Tau fibril FP | ALDH1A1 inh | SMN2 splice up
25 | COc1ccc(C(=O)NNC(=S)Nc2ccccc2)cc1 | 4% | 7% | 1% | 11µM*
26 | O=C(NCCC1=CCCCC1)C1CCN(S(=O)(=O)c2cnc[nH]2)CC1 | 4% | 3% | -2% | 19%
27 | COc1cc(C(=O)NNC(=S)NC(=O)/C=C/c2ccccc2)cc(OC)c1OC | -1%[9.22 µM] | -3% | ? | /
28 | COc1ccccc1CNC(=O)CCCn1c(=O)c2ccccc2n(CC(=O)Nc2c(C)cc(C)cc2C)c1=O | / | ? | / | 17%
29 | CC1CC(C)(C)NC(=S)N1CC(=O)N1CCN(Cc2ccccc2)CC1 (stereo unspecified) | 10% | 0% | -3% | 1%
30 | O=C(OCC(=O)N1CCCc2ccccc21)c1ccc(Cl)nc1 | 2% | -4% | -6% | 5%
31 | Cn1c(N)c(C(=O)COC(=O)C2CCCC2)c(=O)n(C)c1=O | 16% | -3% | ? | ?
32 | COc1ccc(OC)c(C(=O)c2coc3ccc(OC(C)=O)cc23)c1 | 16% | -7% | 7% | 1%

entry | HTT ATP protect | Tau fluor cs | Tau ThT inhib | JMJD2E inh
25 | 3%[10 µM] | 5% | -10% | 6%
26 | 7%[1.9 µM] | 3% | 2% | 0%
27 | 16%[10 µM] | -29% | ? | ?
28 | / | -2% | 4% | /
29 | ? | 2% | 1% | -4%
30 | 21%[1.9 µM] | -2% | -1% | -1%
31 | -25% | 0% | 5% | 6%
32 | / | -13% | -6% | 5%

(next part)
entry | molecule | HTT aggregate | Tau fibril FP | ALDH1A1 inh | SMN2 splice up
33 | Cc1ccc(/C=N/N2CCN(c3ccccn3)CC2)cc1 | 9% | 6% | 7% | 18%
34 | C=CC[N+]1(CC=C)CCOCC1 | 3%[9.22 µM] | -4% | 6% | /
35 | CC(C)Cn1c(-c2ccco2)csc1=Nc1cccnc1 | -17% | -8% | 13µM* | -23%
36 | O=C(CSc1nnc(COc2ccccc2)o1)N1CCN(c2ccccc2)CC1 | -2% | -13% | 4% | -25%
37 | COC(=O)CC1C2(C)CC34OC5(C)O[C@@]6(C7/C(=C(/O)C(C)C)C(=O)OC(c8ccoc8)[C@]7(C)C(OC(C)=O)C(OC(C)=O)[C@]6(O5)[C@@]13C)C(OC(C)=O)[C@]4(O)C2OC(=O)C(C)C (stereo partly specified) | / | 9% | 2% | -12%
38 | COc1ccc(C(C)(C)C)cc1NC(=O)C1C2C=CC(C2)C1C(=O)O (stereo unspecified) | -1% | -2% | 1% | -8%
39 | COc1cccc(C(=O)CN(C(=O)c2ccc(Cl)c(Cl)c2)N2C(=O)c3ccccc3C2=O)c1 | 11% | -8% | 14µM* | -6%
40 | COc1ccc2c(c1)NC(c1cc(Cl)cc(Cl)c1O)c1cccn1-2 (stereo unspecified) | -20% | -5% | -7% | /

entry | HTT ATP protect | Tau fluor cs | Tau ThT inhib | JMJD2E inh
33 | 23%[10 µM] | -22% | ? | -3%
34 | 6%[10 µM] | -10% | -10% | -11%
35 | -5% | -15% | ? | -13%
36 | 33%[10 µM] | -12% | ? | 3%
37 | ? | -14% | -13% | 3%
38 | -2% | -5% | -14% | 2%
39 | 5% | -13% | -8% | 2%
40 | -28% | -7% | ? | ?

(cont.)
entry | molecule | HTT aggregate | Tau fibril FP | ALDH1A1 inh | SMN2 splice up
41 | O=S(=O)(NC(=NCCc1ccc(Cl)cc1)c1ccccc1Cl)c1cccs1 | 8%[9.22 µM] | 5% | -10% | /
42 | CCc1ccc(OCC(=O)Nc2ccc(S(=O)(=O)Nc3onc(C)c3C)cc2)cc1 | / | 5% | / | -3%
43 | O=C(COc1ccccc1F)Nc1nnc(-c2ccncc2)s1 | 4%[9.22 µM] | -15% | ? | -15%
44 | O=C(Oc1ccnc2cc(Cl)ccc12)N1CCOCC1 | 29% | 4% | 6% | -2%
45 | C/C(CC(=O)Nc1ccccc1-c1ccccc1)=N\NC(=O)COc1ccc(C)cc1Br | 3%[9.22 µM] | -1% | ? | -11%
46 | CCN(CC)CCCN1C(=O)C(=O)/C(=C(/O)c2ccc3c(c2)CC(C)O3)C1c1ccncc1 (stereo unspecified) | -3% | 1% | 8% | -7%
47 | CCN(CCCNC(=O)COc1cc(=O)n(CC)c2ccccc12)c1ccccc1 | ? | 4% | 1% | 20%
48 | CCC(C)NS(=O)(=O)c1ccc(OCC(=O)Nc2ccc3c(c2)OCCO3)cc1 (stereo unspecified) | -14% | -3% | -24% | -10%

entry | HTT ATP protect | Tau fluor cs | Tau ThT inhib | JMJD2E inh
41 | 6%[10 µM] | -27% | -23% | 2%
42 | / | -15% | ? | /
43 | 19% | -19% | -25% | ?
44 | 5% | 4% | 2% | 6%
45 | -9% | -9% | ? | 2%
46 | 6% | 0% | -2% | 1%
47 | 5%[10 µM] | -11% | -18% | 0%
48 | -6% | -14% | -13% | 3%
